RAD54 branch = RAD54 (human) branch migration inhibition; hit rate 0.14% among 360,000; Q92698; AID 602329; RAD54 Holliday junction branch migration, FAM/BHQ fluorescence; inhibition, % at 10.4 µM;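 active = mean normalized replicate activity at least 40 and at least half of replicates scoring 40 or more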;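 note: 0% = median of neutral control wells and 100% = median of positive control wells; inhibitors cause a drop in the FAM fluorescence signal; in these data hits start at about 50%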
ERAP1 inh = blocks human ERAP1 aminopeptidase activity; Q9NZ08; recombinant ERAP1, Leu-AMC fluorescence, 60 min; inhibition, % at 10.7 µM; hit rate 0.15% among 340,000;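 active = mean replicate inhibition of at least 30%, or all replicates individually reaching that 30% level; inactive = mean below 30% and not every replicate reaching it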;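 note: 0% = neutral control wells and 100% = L-leucinethiol positive control wells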
esBAF inh = inhibitors of esBAF chromatin remodeling in mouse ES cells | Bmi1-luciferase knock-in reporter, 24 h; 100% = twice the neutral-well signal | hit rate 2% among 350,000 | reporter increase, % at 12.5 µM; in the data active = activation above about 40%;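 note: 0% = median of the plate's neutral control wells and 100% = double that signal; a rise in the Bmi1 reporter signal indicates esBAF inhibition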
RAD52 inh = inhibitors of human RAD52 DNA annealing; P43351; recombinant RAD52 DNA annealing, FRET fluorescence; inhibition, % at 18.7 µM; hit rate 0.46% among 360,000; AID 651710;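 active = every replicate showing at least 50% inhibition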
Target sequence (P43351 whole entry, looked up): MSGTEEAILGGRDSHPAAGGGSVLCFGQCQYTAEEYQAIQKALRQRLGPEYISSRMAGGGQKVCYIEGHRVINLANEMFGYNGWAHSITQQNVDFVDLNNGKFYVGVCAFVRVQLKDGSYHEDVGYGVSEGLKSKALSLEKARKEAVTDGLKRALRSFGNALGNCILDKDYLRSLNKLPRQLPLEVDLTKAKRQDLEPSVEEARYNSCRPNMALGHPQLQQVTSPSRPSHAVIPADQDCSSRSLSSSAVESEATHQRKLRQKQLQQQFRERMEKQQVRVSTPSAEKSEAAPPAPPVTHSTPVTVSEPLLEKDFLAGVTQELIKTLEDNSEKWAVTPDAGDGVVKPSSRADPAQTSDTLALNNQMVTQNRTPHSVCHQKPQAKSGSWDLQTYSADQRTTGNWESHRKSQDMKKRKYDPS
ARNT TACC3 PPI = disrupts binding between human ARNT and TACC3 | Q9Y6A5 | AlphaScreen His-ARNT PAS-B/GST-TACC3 binding, luminescence; TACC3 fragment carries E629A point mutation | inhibition, % at 9.99 µM | hit rate 0.66% among 390,000 | AID 623870;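 active = mean inhibition of replicates at least 50% and at least half of replicates each reaching 50%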;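 note: 0% = complete ARNT plus TACC3 wells and 100% = ARNT alone without TACC3; many hits fall short of the cut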
INS-1E GSIS act = primary screen for activators of insulin secretion dependent on glucose, INS-1E cells, GLuc reporter luminescence | AID 743287 | hit rate 0.61% among 370,000 | activation, % at 16.6 µM | INS-1E GLuc reporter insulin secretion, 2-3 h;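 active = lowest replicate activation of at least 40%, so every replicate reaches that level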;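 note: 0% = median of neutral control wells and 100% = median of IBMX positive control wells; some compounds called inactive have numbers as strong as hits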
Xi reactivation = activators of X-chromosome reactivation in mouse fibroblasts; XiGFP mouse fibroblasts, % GFP-positive cells imaging, 3 d; cells co-treated with 5-aza-dC sensitizer; scaled so ellipticine positive control = 100%; activation, % at 7.58 µM; hit rate 0.055% among 360,000; AID 743238;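 active = mean normalized replicate activation at least 10% and every replicate at or above 10%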;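 note: 0% = median of on-plate neutral control wells and 100% = ellipticine 6 µM median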
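System: 68-5-11 XiGFP fibroblast line; Timing: 3 days compound exposure; Compound dosing: one concentration, pinned; Benchmarks: positive control ellipticine, 6 µM final; Buffer or medium: DMEM containing 5-aza-dC.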
F508del corr = correctors of CFTR F508del function in bronchial epithelial cells; CFBE cells, YFP halide quenching; stimulated with forskolin plus potentiator P3; % fluorescence drop versus neutral controls; hit rate 0.36% among 350,000; activity (quench increase), % at 7.58 µM;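 active = mean added fluorescence quench of at least 8% versus neutral control, with both replicates also reaching 8%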;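 note: cells transiently co-express mutant CFTR-F508del with the halide-sensitive YFP; corrector assay measuring rescue of mutant channel to the surface after 24 h compound exposure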
The depositor's hits bear a star; x = no result given; & = joins results of further samples.

SMILES	RAD54 branch	ERAP1 inh	esBAF inh	RAD52 inh	ARNT TACC3 PPI	INS-1E GSIS act	Xi reactivation	F508del corr
Cc1ccc(NC(=O)C2(C)CCN2C(=O)Cc2ccccc2)cc1C (stereo unspecified)	-7	-1	-2	-9	x	-33	0.0	0.5
COc1ccc(-c2cn3c(C)c(C(=O)Nc4cccc(C)n4)sc3n2)cc1	6	-1	55*	-32	16	9	x	2.3
CCOC(=O)C1=CN2CCC[C@H]2CC1=O	-2	x	1	-6	27	12	0.0	0.8
O=C(Nc1ccccc1F)N1C[C@@H]2[C@H](c3ccccc31)[C@@H](CO)N2C(=O)C1CCCCC1	8	0	24	-6	-5	-8	0.0	0.3
COc1cc(CNCCc2ccccc2)ccc1OCC(=O)NC(C)(C)C	-6	x	-1	x	-8	13	x	x
Cc1ccc(CC(=O)NC2CCSC2=O)cc1 (stereo unspecified)	4	2	-2	-5	2	0	0.1	0.5
O=C(CSc1nnc(CNC(=O)c2c(F)cccc2F)o1)NCc1ccc2c(c1)OCO2	4	-5	-7	-22	x	0	0.2	-1.3
COc1cccc(S(=O)(=O)N2CCCCN3[C@H](CO)[C@@H](c4ccc(-c5ccccc5)cc4)[C@H]3C2)c1	-2	-1	x	-13	23	-5	0.0	-3.3
O=C(O)CCCCCn1c(SCC(=O)N2CCCC2)nc2ccsc2c1=O	-9	x	-11	x	-3	11	x	x
Cc1nnc(SCC(=O)Nc2sc3c(c2C#N)CCCCC3)n1N	-15	x	10	x	-4	-12	x	x
O=C1CSc2ccc(C(=O)NCC(c3ccco3)N3CCCCC3)cc2N1 (stereo unspecified)	x	1	x	-15	0	-2	-0.3	1.1
COc1cc(NC(=O)CSc2nnc3ccc(-c4ccncc4)nn23)cc(OC)c1	x	2	3	-12	8	-2	-0.1	-0.5

Single records, from the list above.
Results for `CCOC(=O)C1=CN2CCC[C@H]2CC1=O` → RAD54 branch: -2; ERAP1 inh: x; esBAF inh: 1; RAD52 inh: -6; ARNT TACC3 PPI: 27; INS-1E GSIS act: 12; Xi reactivation: 0.0; F508del corr: 0.8
Results for `O=C(O)CCCCCn1c(SCC(=O)N2CCCC2)nc2ccsc2c1=O` → RAD54 branch: -9; ERAP1 inh: x; esBAF inh: -11; RAD52 inh: x; ARNT TACC3 PPI: -3; INS-1E GSIS act: 11; Xi reactivation: x; F508del corr: x

Arranged by molar mass (descending): some entries from above
SMILES	RAD54 branch	ERAP1 inh	esBAF inh	RAD52 inh	ARNT TACC3 PPI	INS-1E GSIS act	Xi reactivation	F508del corr
O=C1CSc2ccc(C(=O)NCC(c3ccco3)N3CCCCC3)cc2N1 (stereo unspecified)	x	1	x	-15	0	-2	-0.3	1.1
COc1ccc(-c2cn3c(C)c(C(=O)Nc4cccc(C)n4)sc3n2)cc1	6	-1	55*	-32	16	9	x	2.3
COc1cc(CNCCc2ccccc2)ccc1OCC(=O)NC(C)(C)C	-6	x	-1	x	-8	13	x	x
CCOC(=O)C1=CN2CCC[C@H]2CC1=O	-2	x	1	-6	27	12	0.0	0.8

Further records
SMILES	RAD54 branch	ERAP1 inh	esBAF inh	RAD52 inh	ARNT TACC3 PPI	INS-1E GSIS act	Xi reactivation	F508del corr
Cc1noc(C)c1NC(=O)N(C)C[C@H]1Oc2ccc(NC(=O)NC(C)C)cc2CC(=O)N([C@H](C)CO)C[C@H]1C	7	-1	1	2	1	23	-1.2	-0.2
C=CCNC(=O)NC(=O)COC(=O)/C=C/c1cccc([N+](=O)[O-])c1	x	3	-10	0	-2	-7	0.0	-1.5
CC(C)c1ccc(CNC(=O)C2CC(=O)N(C3CCCCC3)C2)cc1 (stereo unspecified)	-8	1	8	-22	-3	-24	0.2	0.6
CCS(=O)(=O)Nc1ccc2c(c1)C(=O)N(C)[C@H]1CC[C@H](CC(=O)NCCOC)O[C@@H]1CO2	10	1	2	-3	-3	6	0.2	x
CCCn1c(N)c(N(CCOC)C(=O)c2ccc(C#N)cc2)c(=O)[nH]c1=O	0	3	0	-1	2	8	0.3	-0.6
COc1ccccc1NC(=O)NC1(C(=O)NCC2CCCO2)CCCCC1 (stereo unspecified)	-5	3	1	-8	-2	6	0.4	-0.2
CCN(CC)S(=O)(=O)c1ccc(NC(=O)c2ccc(Cl)nc2)cc1	1	1	x	-3	6	-28	0.0	2.0
Cc1cc(Cl)ccc1C(=O)C1CCCN(C(=O)c2ccsc2)C1 (stereo unspecified)	-14	-2	2	-6	2	-11	0.2	-0.2
COCC(=O)N1CC2(CCN(Cc3ccccc3)CC2)c2c([nH]c3cc(OC)ccc23)[C@@H]1CO	x	3	x	3	x	-7	0.0	-1.7
Cc1ccc(C(C)(c2ccc(N)cc2)c2ccc(N)cc2)cc1	-1	4	-4	-24	1	9	0.0	1.0
CNC(=S)NNc1ccccc1[N+](=O)[O-]	-1	-2	6	-19	13	5	0.0	-2.0
O=C(Nc1cc(Cl)cc(Cl)c1)N[C@@H]1CC[C@H](CCNS(=O)(=O)c2cccc(F)c2)O[C@@H]1CO	-2	-1	11	14	x	-28	-0.3	-0.1

3 compounds out of the list above, ordered by the number in RAD52 inh, smallest number first:
SMILES	RAD52 inh
Cc1ccc(C(C)(c2ccc(N)cc2)c2ccc(N)cc2)cc1	-24
CCS(=O)(=O)Nc1ccc2c(c1)C(=O)N(C)[C@H]1CC[C@H](CC(=O)NCCOC)O[C@@H]1CO2	-3
COCC(=O)N1CC2(CCN(Cc3ccccc3)CC2)c2c([nH]c3cc(OC)ccc23)[C@@H]1CO	3

Next results follow.
SMILES	RAD54 branch	ERAP1 inh	esBAF inh	RAD52 inh	ARNT TACC3 PPI	INS-1E GSIS act	Xi reactivation	F508del corr
CC1(C)Cc2cccc(OCC(=O)OCC(=O)NCc3ccc(F)cc3)c2O1	9	1	x	0	-7	20	0.1	-1.1
Cn1cnc(S(=O)(=O)N[C@@H]2C=C[C@H](CC(=O)Nc3ccccc3)O[C@@H]2CO)c1	-8	1	-5	5	-5	15	0.1	1.2
O=C(c1ccc(F)cc1)n1ccc(-c2cnc(-c3ccccc3)s2)n1	-23	x	27	x	-14	27	x	x
COc1ccc(S(=O)(=O)Nc2cccc3c2O[C@H](CN(C)S(=O)(=O)c2ccc(F)cc2)[C@H](C)CN([C@H](C)CO)C3=O)cc1	1	2	10	-20	-1	16	-0.9&0.2	-1.3
C[C@H]1CN([C@@H](C)CO)C(=O)c2ccccc2-c2ccccc2CO[C@H]1CN(C)C(=O)Cc1ccccc1	-4	0	1	16	7	19	-0.5	1.8
C[C@H](NC(=O)C[C@@H]1C=C[C@@H](NC(=O)Cc2ccccn2)[C@H](CO)O1)c1ccccc1	5	0	-4	9	-1	-1	0.0	0.3
CNC(=O)C[C@@H]1CC[C@@H]2[C@@H](COc3ccc(NS(=O)(=O)c4ccc(F)cc4)cc3C(=O)N2C)O1	1	x	3	x	-1	1	0.0	0.0
O=C(CC(F)(F)F)N1C[C@@H]2[C@H](c3ccccc31)[C@@H](CO)N2C(=O)C1CCOCC1	-7	3	-5	-7	-2	-5	0.4	0.7
COc1cccc(-c2cnc3c(c2)C(=O)N([C@H](C)CO)C[C@@H](C)[C@H](CN(C)C(=O)CC2CC2)O3)c1	3	-1	2	-6	-2	2	0.0	-0.4
CC(C)(O)CNC(=O)C(Cc1ccccc1)N1C(=O)c2ccccc2C1=O (stereo unspecified)	12	-1	-4	7	1	1	0.1	-2.0
COc1ccccc1C1CC(c2ccco2)=NN1S(C)(=O)=O (stereo unspecified)	x	3	x	-1	-9	-15	0.4	-1.2
CCCC#Cc1ccc2c(c1)O[C@H](CN(C)S(C)(=O)=O)[C@@H](C)CN([C@H](C)CO)S2(=O)=O	-2	2	2	3	-7	-32	0.5	1.1
O=C1c2ccccc2C(c2nnnn2-c2ccc3c(c2)OCCO3)N1CCCN1CCOCC1 (stereo unspecified)	x	x	x	-16	x	0	0.3	-0.6
Nc1cnc(CNc2ccccc2Cl)cn1	-5	x	28	-130	0	-1	-0.1	-0.6
C[C@H]1CN([C@@H](C)CO)C(=O)c2cccc(NC(=O)c3nc4ccccc4s3)c2O[C@@H]1CN(C)Cc1ccc(C(F)(F)F)cc1	-1	-1	5	4	17	-3	0.1	1.6
CN(C(=O)c1ccc(Br)o1)C1CCS(=O)(=O)C1 (stereo unspecified)	-3	-4	-2	-10	-1	-6	0.0	-0.7
CCCCCN(C(=O)CCC(=O)OCC(=O)c1ccc(CCC)cc1)c1c(N)n(CCCC)c(=O)[nH]c1=O	-2	0	-23	-9	x	-15	-0.1	0.7
O=C(NCc1ccccn1)C(=O)NCC1OCCN1S(=O)(=O)c1ccc(F)cc1 (stereo unspecified)	-4	1	x	-11	4	9	0.1	-0.6
CC(C)(C)CNc1cc(N2CCCC2)ccc1[N+](=O)[O-]	5	2	x	-12	-1	-1	x	0.3
CC(=O)C(Cc1ccccc1)NC(=O)CN1c2cccc3cccc(c23)S1(=O)=O (stereo unspecified)	-2	3	4	-21	-7	3	0.0	-2.5
CCOC(=O)Nc1sc(C)c(C)c1C(=O)OCC	x	-2	x	-9	7	5	0.0	x
CCCN(C)C[C@@H]1OCCCC[C@H](C)Oc2ccc(NS(=O)(=O)c3ccc(C)cc3)cc2C(=O)N([C@H](C)CO)C[C@@H]1C	11	-1	x	40	-10	7	-0.1	1.6
O=C(NCc1ccccc1)C1c2ccccc2OCC(=O)N1Cc1ccco1 (stereo unspecified)	x	-4	x	-15	x	-1	-0.1	0.9
C[C@@H]1CN([C@@H](C)CO)C(=O)c2cc(-c3ccc(C#N)cc3)cnc2O[C@H]1CN(C)CC1CCCC1	-7	1	-5	18	-6	-10	0.1	-2.6
COc1cc(CC(=O)C(=O)O)oc(=O)c1	-9	4	1	-70	x	11	0.0	1.3
C[C@H]1CN([C@@H](C)CO)C(=O)c2cccc(NC(=O)c3nc4ccccc4s3)c2O[C@@H]1CN(C)Cc1ccc(Cl)c(Cl)c1	-2	2	1	7	-7	-13	0.2	-1.4
CCCCCCCNC(=O)CN1N=C(c2ccc(C)cc2)CCC1=O	17	3	-3	4	-3	-40	0.1	-1.9
Cc1noc(C)c1S(=O)(=O)Nc1ccc2c(c1)CC(=O)N([C@@H](C)CO)C[C@H](C)[C@H](CN(C)Cc1ccc(C(F)(F)F)cc1)O2	-6	1	-4	-8	4	-38	0.4	1.3

esBAF inh, hit marks shown above
SMILES,ERAP1 inh,esBAF inh,RAD52 inh,ARNT TACC3 PPI,INS-1E GSIS act,F508del corr
COc1ccc(-c2cn3c(C)c(C(=O)Nc4cccc(C)n4)sc3n2)cc1,-1,55*,-32,16,9,2.3

Screens as filed in PubChem BioAssay.
